Compound activity (PubChem)
Bcl-B displacement = displacers of TR3 peptide from Bcl-B, primary screen, selectivity assay for Bfl-1 inhibitor project, biochemical, fluorescence polarization | 96,000 tested, 0.11% active | one-dose displacement, % at 20 µM; IC50 in µM for titrated hits | FP displacement of FITC-TR3 peptide from Bcl-B; higher % means a stronger effect | Bcl-2-like protein 10 (Homo sapiens);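 active means displacement above 50% at 20 µM plus a fluorescence interference ratio under 1.5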;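 further: plate controls were wells without compound for no effect and wells lacking Bcl-B protein for full effect; a part of the inactive calls stands beside numbers as strong as those of hits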
MRP reversal = reversal of MRP1-mediated doxorubicin resistance, primary screen, H69AR cells, doxorubicin co-treatment; H69AR cells + 2 uM doxorubicin, CellTiter-Glo, 72 h; differential viability (reversal), % at 10 µM; 85,000 tested, 0.04% active; AID 602, 2007;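 active means viability drop by adding the cancer drug above about 55%, with treated viability meeting a 40% cutoff, limit read from the data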;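 further: viability without doxorubicin minus viability with 2 µM doxorubicin for each compound; larger differential means the compound sensitizes cells more to doxorubicin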
NFkB transloc inh = inhibitors of IL-1B driven NFkB p65 nuclear import, primary screen, imaging, HUVEC, IL-1B stimulus, high-content imaging | HUVEC IL-1B NFkB p65 nuclear translocation imaging | inhibition, % at 2 µM | 94,000 tested, 0.43% active | AID 796, 2007;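 active means inhibition above about 30% together with a positive call from visual inspection of the well image, limit read from the data; inconclusive means inhibition above a set limit but visual check negative; inactive means inhibition not above a set limit, visual check negative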;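 further: nuclear over cytoplasmic p65 intensity ratio measured by imaging; 0% = IL-1B stimulated DMSO wells and 100% = unstimulated DMSO wells; values of inactives mirror those of a sister screen read the other way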
NFkB transloc pot = enhancers of NFkB p65 translocation in HUVEC – imaging, IL-1B stimulus, high-content imaging, primary screen | AID 819, 2007 | HUVEC IL-1B NFkB p65 nuclear translocation imaging | activation, % at 2 µM | 94,000 tested, 0.3% active;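 active means activation above 40%, about the mean plus 3 SD, also judged a hit on visual image review; inconclusive means activation above 40% but not a hit on visual review; inactive means activation not above 40% and no visual hit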;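 further: percent activation is computed from the nuclear over cytoplasmic p65 intensity ratio; values of inactives mirror those of a sister screen read the other way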
PLAP inhibition = PLAP enzyme inhibitors, biochemical, luminescence, HTS (AID 690); Alkaline phosphatase, placental type (Homo sapiens); one-dose inhibition, % at 20 µM; IC50 in µM for titrated hits; purified PLAP, luminescent substrate; higher % means a stronger effect; 96,000 tested, 0.08% active; in the data active means a potency from the dose series; inactive means the rest, 99 in 100 with inhibition below about 30%; further: strong numbers were not always called active
MRP reversal cytotoxicity = also measured in MRP reversal; calls as there; viability, %; H69AR cells, CellTiter-Glo, 72 h; measured here: cytotoxicity without doxorubicin
MRP reversal with doxorubicin = further read-out of MRP reversal, marked with its call; viability, %; measured here: viability with 2 uM doxorubicin; active compounds read low
NFkB transloc inh cell count 2 µM = recorded beside NFkB transloc inh, whose call it bears; cell count; measured here: cells passing quality filter;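 raw number of nuclei counted in each imaged well without normalization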
NFkB transloc pot cell count 2 µM = recorded beside NFkB transloc pot, whose call it bears; cell count; measured here: cells passing quality filter
Starred values were filed as active, the others as inactive; ? = inconclusive; nt = not tested or not shown. This is a subset; the hit share may differ from the screen's.

SMILES | Bcl-B displacement | MRP reversal | MRP reversal cytotoxicity | MRP reversal with doxorubicin | NFkB transloc inh | NFkB transloc inh cell count 2 µM | NFkB transloc pot | NFkB transloc pot cell count 2 µM | PLAP inhibition
Cc1nc(C)c(C(=O)NCc2ccc(Cl)cc2)o1 | -27% | 11 | 104 | 93 | -1 | 100 | 1 | 100 | -5%
CCn1c(=O)cc(SCC(=O)NCCCN2CCN(c3ccccc3F)CC2)c2ccccc21 | 9% | 14 | 85 | 71 | 2 | 144 | -1 | 144 | -59%
Cc1cc(=O)n2c(n1)OC(CO)C2 (configuration not stated) | -9% | 4 | 96 | 93 | 3 | 118 | -3 | 118 | 14%
O=C(Cn1nnc2ccccc21)N1CCCCC1 | -4% | 9 | 95 | 86 | -20 | 170 | 20 | 170 | 10%
CCOC(=O)c1cnc2cc3c(cn2c1=O)CCCC3 | 0% | -3 | 83 | 85 | 1 | 80 | -1 | 80 | 16%
COc1cc(/C=N/N2CCN(c3ccccc3OC)CC2)ccc1O | -1% | nt | nt | nt | -18 | 128 | 18 | 128 | 8%
CN1CCCN(C2C3CC4CC(C3)CC2C4)CC1 (configuration not stated) | -6% | nt | nt | nt | -9 | 182 | 9 | 182 | 12%
CCCC1(C(=O)OCC)NC(c2cc(OC)c(OC)c(OC)c2)C2C(=O)N(CC)C(=O)C21 (configuration not stated) | -2% | -1 | 96 | 96 | 10 | 148 | -10 | 148 | -60%
COc1ccc(Nc2ccc3c(c2)=NC2(CCCCC2)[N+]=3[O-])cc1 | 11% | nt | nt | nt | -5 | 126 | 5 | 126 | 8%
Cc1cccnc1NC(=O)c1ccccc1NC(=O)C(C)(C)C | nt | -4 | 102 | 106 | -12 | 121 | 12 | 121 | nt
CCCS(=O)(=O)N1CCN(CC2CC=CCC2)CC1 (configuration not stated) | -7% | 11 | 94 | 83 | 6 | 166 | -6 | 166 | -4%
CCOC(=O)C(=O)/C(=C\N(C)C)c1onc(-c2c(F)cccc2Cl)c1C(=O)OC | -2% | nt | nt | nt | 2 | 127 | -2 | 127 | -21%
O=C(CC1Oc2ccccc2NC1=O)NCc1ccccc1 (configuration not stated) | -2% | -14 | 97 | 111 | 2 | 168 | -2 | 168 | 12%
CC1(C)Cc2c(sc3ncnc(N)c23)CO1 | -11% | 5 | 84 | 79 | -2 | 111 | 2 | 111 | 18%
Cc1oc(-c2cccc(Cl)c2)nc1CN1CCC(C(=O)NCC2CCCO2)CC1 (configuration not stated) | -10% | 2 | 88 | 86 | -8 | 126 | 8 | 126 | -48%
Cc1cc(C)n(-c2ccc(C(=O)OCC(=O)c3ccc(Br)s3)cc2)n1 | -130% | 10 | 105 | 96 | -11 | 124 | 11 | 124 | -13%
N#Cc1nc(Cc2cccc3ccccc23)oc1NCc1ccco1 | -13% | -7 | 63 | 70 | 2 | 132 | -2 | 132 | -7%
Cc1cc2cc(CNC(=O)CCC(=O)O)ccc2[nH]1 | -2% | nt | nt | nt | -2 | 141 | 2 | 141 | 5%
COc1ccc(N2CCC(CNC(=O)Nc3ccccc3)C2)cc1 (configuration not stated) | -14% | 22 | 95 | 74 | 0 | 173 | 0 | 173 | 7%
COc1ccc(CCN2C(=O)C(Oc3ccccc3C)C2c2ccc3c(c2)OCO3)cc1OC (configuration not stated) | 0% | nt | nt | nt | 9 | 130 | -9 | 130 | -12%
O=C(CNC(=O)c1ccco1)NCC(=O)OCc1ccccc1Br | -4% | 10 | 93 | 83 | 12 | 102 | -12 | 102 | -3%
CC(=O)c1cccc(NC(=O)Nc2ccc3c(c2)N(C)C(=O)CS3)c1 | -14% | -28 | 24 | 52 | -24 | 146 | 24 | 146 | 6%
Cc1ccc(SCc2cc(=O)n3[nH]cnc3n2)cc1 | nt | nt | nt | nt | -13 | 167 | 13 | 167 | nt
CN1CCN(c2cc(=O)n(C3CCCCC3)c(=O)[nH]2)CC1 | 4% | 5 | 93 | 88 | nt | nt | nt | nt | -4%
CCN1C(=O)CC(C(=O)Nc2ccc(F)cc2)SC1=Nc1cccc(OC)c1 (configuration not stated) | -5% | 20 | 102 | 83 | -22 | 123 | 22 | 123 | -2%
CCOC(=O)C1CCCN(Cc2nc(N)nc(Nc3ccc(Cl)cc3)n2)C1 (configuration not stated) | -10% | 13 | 97 | 84 | -8 | 159 | 9 | 159 | -46%
COc1cccc(C(=O)/C=C/Nc2ccc(S(=O)(=O)Nc3cccc(C(C)=O)c3)cc2)c1 | -5% | nt | nt | nt | -5 | 163 | 5 | 163 | -12%
CSc1ccc(S(=O)(=O)NCc2ccc(C)cc2)cc1 | 8% | 2 | 99 | 97 | 3 | 217 | -3 | 217 | 5%
Cc1cc(NC(=O)CSCc2nc(-c3cccc(F)c3)oc2C)no1 | -3% | 17 | 92 | 75 | 3 | 58 | -3 | 58 | 4%
O=C(NC(=S)Nc1cc(Cl)ccc1N1CCOCC1)c1ccc(-c2cccc(Cl)c2)o1 | 0% | nt | nt | nt | -6 | 124 | 6 | 124 | -9%
CCN(CC)C(=O)CCC(=O)Nc1ccc(C(=O)OC)cc1 | -2% | -8 | 91 | 99 | -24 | 39 | 27 | 39 | -14%
CCC(=O)Nc1ccc2c(c1)ncn2-c1ccccc1 | -6% | -3 | 81 | 85 | -9 | 176 | 9 | 176 | 6%
CCCCCCNC(=O)c1c(O)c2cccc3c2n(c1=O)CCC3 | -4% | 14 | 108 | 94 | 12 | 155 | -12 | 155 | -18%
CCCOC(=O)C1[C@H]2C(=O)N(CCCOC)C[C@]23C=C[C@H]1O3 (some centres not stated) | -5% | 1 | 103 | 102 | -13 | 165 | 13 | 165 | 16%
COc1ccc(CCN2CC(C#N)=C3c4cc(OC)c(OC)cc4CCN3C2)cc1OC | -5% | 14 | 60 | 46 | -14 | 175 | 14 | 175 | -38%
O=C(NCc1ccco1)C1CN(S(=O)(=O)c2ccccc2)CCN1S(=O)(=O)c1ccccc1 (configuration not stated) | -2% | -2 | 61 | 63 | 5 | 149 | -5 | 149 | -56%
Cc1nc2ccccc2c(=O)n1/N=C/c1cn(-c2ccccc2)nc1-c1cccs1 | 2% | -4 | 35 | 39 | 10 | 162 | -10 | 162 | -73%
Cc1nn(C)cc1C(C(=O)NC1CCCCC1)N(C(=O)Cn1nnc2ccccc21)c1ccc(F)cc1 (configuration not stated) | -4% | 9 | 87 | 78 | 1 | 159 | 9 | 62 | 3%
C=C(C)CN(CC)c1nc(N)c2c(N)nc3c(c2c1C#N)CC(=O)N3C12CC3CC(CC(C3)C1)C2 | -86% | nt | nt | nt | 8 | 127 | -8 | 127 | -48%
O=C(NCCc1ccccc1F)[C@@H]1CSC2c3ccccc3C(=O)N21 (some centres not stated) | 1% | 4 | 102 | 98 | -21 | 201 | 21 | 201 | -15%
C=CCn1c(SCc2ccc(C(=O)Nc3ccccc3)cc2)nnc1-c1ccccc1 | 0% | nt | nt | nt | -60 | 162 | ? | nt | 12%
Cc1ccc(/C=C/c2nnc(-c3cccc(C)c3)o2)cc1 | -1% | nt | nt | nt | -6 | 152 | 6 | 152 | -10%
O=C(Cn1cc(C(=O)C2CC2)c2ccccc21)NC1CCCC1 | -2% | -20 | 77 | 97 | -9 | 146 | 9 | 146 | -9%
Cc1ccc(NC(=O)c2ccc(S(=O)(=O)N3CCCC3)cc2)cc1 | nt | 6 | 75 | 68 | 11 | 87 | -11 | 87 | nt
CCCCOc1ccc(C(=O)Nc2cccc(C)n2)cc1 | 5% | -1 | 82 | 83 | 17 | 139 | -17 | 139 | 14%
CCCN(CCC)S(=O)(=O)c1ccc(C(=O)Nc2nnc(CSC)o2)cc1 | 3% | -6 | 32 | 38 | -21 | 160 | 21 | 160 | -5%
CCOc1ccc(OCCSc2nc3ccccc3c(=O)[nH]2)cc1 | -8% | 0 | 88 | 88 | -13 | 172 | 13 | 172 | 2%
CC(C)COc1ccc(/C=C2/Sc3ccccc3C2=O)cc1 | -17% | nt | nt | nt | 3 | 133 | -3 | 133 | 20%

Single records, from the list above. Order of values: Bcl-B displacement	MRP reversal	MRP reversal cytotoxicity	MRP reversal with doxorubicin	NFkB transloc inh	NFkB transloc inh cell count 2 µM	NFkB transloc pot	NFkB transloc pot cell count 2 µM	PLAP inhibition
Cc1nn(C)cc1C(C(=O)NC1CCCCC1)N(C(=O)Cn1nnc2ccccc21)c1ccc(F)cc1 (configuration not stated) across the screens: -4%	9	87	78	1	159	9	62	3%
Cc1ccc(/C=C/c2nnc(-c3cccc(C)c3)o2)cc1 across the screens: -1%	nt	nt	nt	-6	152	6	152	-10%
O=C(NCCc1ccccc1F)[C@@H]1CSC2c3ccccc3C(=O)N21 (some centres not stated) across the screens: 1%	4	102	98	-21	201	21	201	-15%
C=C(C)CN(CC)c1nc(N)c2c(N)nc3c(c2c1C#N)CC(=O)N3C12CC3CC(CC(C3)C1)C2 across the screens: -86%	nt	nt	nt	8	127	-8	127	-48%

(listing goes on)
SMILES | Bcl-B displacement | MRP reversal | MRP reversal cytotoxicity | MRP reversal with doxorubicin | NFkB transloc inh | NFkB transloc inh cell count 2 µM | NFkB transloc pot | NFkB transloc pot cell count 2 µM | PLAP inhibition
Cc1ccc(-c2nn3c(C)nnc3c3ccccc23)cc1S(=O)(=O)NCCN1CCOCC1 | 1% | nt | nt | nt | 4 | 145 | -4 | 145 | -52%
COc1cccc(Nc2ncnc3c2cnn3-c2cccc(C)c2)c1 | -1% | 5 | 82 | 78 | -27 | 100 | 27 | 100 | 12%
Clc1ccc(Oc2ncnc3oc(-c4ccccc4)cc23)cc1 | -27% | nt | nt | nt | 3 | 85 | -3 | 85 | -16%
CCCCCCCC(=O)OC(CN1CCCCC1)CN1CCCC1=O (configuration not stated) | -1% | 4 | 99 | 95 | -31 | 72 | 31 | 72 | -73%
Cn1c(=O)n(C)c2cc(NC(=O)c3cc4ccccc4o3)ccc21 | -12% | -8 | 44 | 52 | 0 | 172 | 0 | 172 | -5%
CCC(=O)c1ccccc1OCCSc1nc(C)cc(=O)[nH]1 | 0% | 0 | 75 | 75 | 13 | 98 | -13 | 98 | -1%
Cc1cc(C)cc(OC(=O)N2CCOCC2)c1 | 1% | 11 | 94 | 83 | -12 | 158 | 12 | 158 | -13%
O=C(Nc1ccc(N2CCN(C(=O)c3ccc(Cl)cc3)CC2)cc1)c1ccc2c(c1)OCCO2 | 6% | 8 | 79 | 71 | -11 | 169 | 11 | 169 | 2%
Cc1ccc2cc(CNC(C)(C)C)c(=O)[nH]c2c1 | -16% | -14 | 94 | 108 | -37 | 101 | 37 | 101 | 6%
O=C(CCN1C(=O)C2C3C=CC(C3)C2C1=O)Nc1nccs1 (configuration not stated) | 6% | 2 | 110 | 108 | -26 | 124 | 26 | 124 | -1%
CCC(=O)N1CCN(c2ccc(NC(=O)c3cccs3)cc2)CC1 | 0% | 7 | 87 | 80 | -5 | 177 | 5 | 177 | 32%
CCC1Oc2ccc(C)cc2N(CC(=O)NCCN2CCCCCC2)C1=O (configuration not stated) | 1% | nt | nt | nt | 5 | 93 | -5 | 93 | -20%
CCOC(=O)c1c(NC(=O)CNCCO)sc(C)c1C | -12% | -14 | 81 | 95 | 6 | 83 | -6 | 83 | -93%
COc1cccc(C(=O)NC(C)C(c2cccs2)N2CCOCC2)c1 (configuration not stated) | -2% | 6 | 85 | 79 | -36 | 173 | 36 | 173 | -6%
COc1ccccc1NC(=O)N1CCN(c2ccccn2)CC1 | -10% | -1 | 83 | 84 | nt | nt | nt | nt | 8%
CSc1nnc2c3cc(F)ccc3n(Cc3ccccc3)c2n1 | 1% | -14 | 33 | 47 | nt | nt | nt | nt | -6%
CCOC(=O)CNC(=O)Cn1cnc2c(nnn2-c2ccc(F)cc2)c1=O | -4% | 3 | 94 | 91 | -2 | 133 | 3 | 133 | -2%
